Screening data as filed in PubChem.
GSTO1 counter – counter-screen for RBBP9 inhibitors: inhibitors of human GSTO1; P78417; recombinant GSTO1, activity-based probe fluorescence polarization; inhibition, % at 5.96 µM; 1.1% of 300,000 active; AID 1974;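 active = inhibition above the campaign mean inhibition plus 3 SD, cut at about 35% in these data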;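 note: 0% = GSTO1-1 with DMSO and 100% = wells lacking GSTO1-1 enzyme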
Target sequence (P78417 whole entry, looked up): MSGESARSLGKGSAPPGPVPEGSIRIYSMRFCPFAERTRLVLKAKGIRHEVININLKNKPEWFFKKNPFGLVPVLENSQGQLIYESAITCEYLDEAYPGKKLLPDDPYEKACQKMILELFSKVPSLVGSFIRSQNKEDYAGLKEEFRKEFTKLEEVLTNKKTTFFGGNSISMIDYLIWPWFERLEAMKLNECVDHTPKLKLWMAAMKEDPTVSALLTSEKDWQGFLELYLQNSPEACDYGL
PAFAH1B2 FP inh – blocks human PAF acetylhydrolase 1b catalytic subunit 2 | P68402 | recombinant PAFAH1B2, FP-rhodamine activity probe, fluorescence polarization | inhibition, % at 3.39 µM | 1.2% of 340,000 active;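 active = inhibition above the mean of all tested compounds plus 3 SD, cut at about 24% in these data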;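 note: 0% = enzyme with DMSO and 100% = wells lacking PAFAH1B2; many of its hits are not listed in these tables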
PME-1 primary – PME-1 (human) inhibition; 0.53% of 320,000 active; inhibition, % at 5.9 µM; AID 2130; recombinant PME-1, FP-Rh probe fluorescence polarization;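 active = inhibition above the campaign mean of all compounds plus 3 SD, cut at about 26% in these data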;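 note: competitive labeling of PME-1 active site by serine hydrolase directed probe; 0% = PME-1 with DMSO and 100% = wells lacking PME-1 enzyme; inhibitors block probe labeling so polarization falls and inhibition rises; many of its hits are not listed in these tables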
Target sequence (Q9Y570 whole entry, looked up): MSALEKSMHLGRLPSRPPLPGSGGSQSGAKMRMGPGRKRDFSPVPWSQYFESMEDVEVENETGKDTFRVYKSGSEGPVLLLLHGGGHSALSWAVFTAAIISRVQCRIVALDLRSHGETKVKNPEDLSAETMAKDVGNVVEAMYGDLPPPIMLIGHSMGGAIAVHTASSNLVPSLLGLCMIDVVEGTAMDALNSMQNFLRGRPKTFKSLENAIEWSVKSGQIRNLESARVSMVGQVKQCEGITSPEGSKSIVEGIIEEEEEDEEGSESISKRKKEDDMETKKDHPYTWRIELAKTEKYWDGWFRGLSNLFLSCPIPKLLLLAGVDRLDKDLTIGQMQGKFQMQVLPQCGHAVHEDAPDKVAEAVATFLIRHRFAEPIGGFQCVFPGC
LYPLA1 inh – blocks human lysophospholipase 1, a PME1 counter-screen. O75608. recombinant LYPLA1, FP-Rh probe fluorescence polarization. inhibition, % at 5.9 µM. 0.16% of 320,000 active;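 active = inhibition above the mean of all tested compounds plus 3 SD, set per campaign, cut at about 14% in these data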;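 note: inhibitors block serine hydrolase probe labeling of LYPLA1 so polarization falls; 0% = enzyme with DMSO and 100% = wells lacking LYPLA1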
pPAFAH inh – pPAFAH (human) enzyme inhibition. Q13093. recombinant pPAFAH, FP-rhodamine probe fluorescence polarization. inhibition, % at 3.39 µM. 1.5% of 330,000 active;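 active = inhibition above the mean inhibition across the screen plus 3 SD, cut at about 25% in these data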;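 note: inhibitors block binding of the rhodamine activity-based probe so polarization drops; 0% = enzyme with DMSO and 100% = wells lacking pPAFAH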
PAFAH1B3 inh – PAFAH1B3 (human) inhibition. 0.28% of 340,000 active. inhibition, % at 3.39 µM. Q15102. recombinant PAFAH1B3, FP-rhodamine probe, fluorescence polarization. AID 492972;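 active = inhibition above the screen-wide average of all tested compounds plus 3 SD, cut at about 25% in these data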;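 note: 0% = enzyme with DMSO only and 100% = wells lacking PAFAH1B3 protein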
PAD4 FP inh – PAD4 (human) enzyme inhibition; Q9UM07; recombinant PAD4, RCA probe fluorescence polarization; inhibition, % at 6.36 µM; 0.41% of 330,000 active; AID 485272;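 active = percent inhibition above a cutoff equal to the mean of all tested compounds plus 3 SD, cut at about 15% in these data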;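 note: 0% = PAD4 with RCA probe and DMSO and 100% = probe without PAD4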
PAFAH2 FP inh – PAFAH2 (human) inhibition | Q99487 | recombinant PAFAH2, FP-rhodamine activity probe, fluorescence polarization | inhibition, % at 3.39 µM | 0.99% of 340,000 active | AID 492956;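 active = inhibition above the mean over all tested compounds plus 3 SD, cut at about 30% in these data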;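 note: inhibitors block probe labeling of enzyme so polarization drops; 0% = enzyme with DMSO and 100% = wells lacking PAFAH2 protein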
LYPLA2 counter – LYPLA2 (human) inhibition in PME1 counter-screen; inhibition, % at 5.9 µM; AID 2177; O95372; 0.38% of 320,000 active; recombinant LYPLA2, FP-Rh probe fluorescence polarization;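 active = inhibition above the screen-wide mean plus 3 SD, limit set per campaign, cut at about 26% in these data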;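 note: 0% = LYPLA2 with DMSO and 100% = wells lacking LYPLA2 enzyme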
Target sequence (O95372 whole entry, looked up): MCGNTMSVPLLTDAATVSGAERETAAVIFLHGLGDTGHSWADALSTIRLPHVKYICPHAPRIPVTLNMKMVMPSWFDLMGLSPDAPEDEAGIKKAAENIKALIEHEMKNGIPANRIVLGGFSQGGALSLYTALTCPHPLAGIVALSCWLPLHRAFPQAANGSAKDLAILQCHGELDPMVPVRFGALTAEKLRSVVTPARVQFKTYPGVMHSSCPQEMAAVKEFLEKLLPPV
An asterisk follows results filed as active; · = not tested or not shown.

SMILES	GSTO1 counter	PAFAH1B2 FP inh	PME-1 primary	LYPLA1 inh	pPAFAH inh	PAFAH1B3 inh	PAD4 FP inh	PAFAH2 FP inh	LYPLA2 counter
CC1CCN(C(=O)CSc2nc3[nH]ncc3c(=O)[nH]2)CC1	1	3	1	2	7	4	3	-11	2
O=C(N/N=C/c1c[nH]c2ccccc12)c1cc(-c2cccc3ccccc23)n[nH]1	-21	0	28*	-11	12	10	-4	-17	-9
Nc1ccc2oc(-c3ccccc3Cl)cc(=O)c2c1O	9	8	9	0	28*	6	-5	4	0
O=C(NCC(c1ccco1)N1CCN(c2ccccc2)CC1)C(=O)NC1CCCCC1 (stereo not given)	-1	5	0	0	4	7	-1	1	4
CCC(C(=O)Nc1ccc2c(c1)OCCO2)c1ccccc1 (stereo not given)	2	4	-1	-1	4	12	1	-5	-1
O=C(CS(=O)(=O)c1c[nH]c2ccccc12)N1CCc2ccccc21	4	7	4	-2	0	1	3	-6	-6
CC(C)Nc1nc(NC(C)C)nc(OCCOC(=O)Nc2ccccc2)n1	2	1	-2	0	6	11	1	9	-4
CN1CCC(N(C)S(=O)(=O)c2ccc(C(C)(C)C)cc2)CC1	-8	-2	-2	1	1	5	-2	-3	-1
COc1cc(Cn2c(=O)c3c(OC)c(C)cnc3n(C)c2=O)cc(OC)c1	-8	0	-9	-1	-21	10	-4	6	4
COC(=O)c1ccc(-c2nc(O)c3cnccn23)cc1	1	5	-3	-1	-4	-1	-2	5	1
COCCC(=O)N1CCC(Oc2ccc(C(=O)NCc3ncc(C)[nH]3)cc2)CC1	7	4	-5	-1	6	7	-1	2	1
O=C(CCCn1c(=S)[nH]c2cc3c(cc2c1=O)OCO3)NCc1cccc(Cl)c1	-7	6	-1	-3	0	3	0	-3	-7
O=C(COc1ccc(F)cc1F)NNC(=O)Nc1cccc([N+](=O)[O-])c1	12	0	-1	5	1	12	1	5	11
O=C(COC(=O)c1cccnc1)Nc1ccc(F)cc1	-2	5	-3	0	-2	-8	-1	-14	4
Cc1ccc(CNC(=O)C2CCCN(c3nn4c(=O)cc(C)nc4s3)C2)cc1 (stereo not given)	7	5	6	0	2	3	2	3	-2
CSc1ccccc1C(=O)C1CCCN(S(=O)(=O)c2c(C)noc2C)C1 (stereo not given)	-1	3	3	1	6	13	-2	-2	3
Cc1ccccc1Oc1ccc(S(=O)(=O)NCCC(=O)O)cc1	-6	1	-4	3	10	-3	-5	0	-3
CC(=O)N1CCN(CC(O)COc2ccc(OCc3ccccc3)cc2)CC1 (stereo not given)	2	2	0	0	8	-2	-2	-3	3
O=C(N/N=C/c1ccc(OC(=O)c2ccccc2Cl)cc1)c1ccccn1	-9	3	-17	-3	2	11	-2	-1	-13
Cn1c(Br)nc2c1c(=O)n(CC(O)COc1ccccc1)c(=O)n2C (stereo not given)	6	-2	3	0	0	6	3	3	4
O=C(CSc1nc(O)c(C2CCCCC2)c(=O)[nH]1)Nc1ccc(F)cc1	-4	7	-1	4	-1	-7	5	5	3
Cc1ccc(N(C(=O)CC2NC(=O)NC2=O)C2(C(=O)NC3CCCC3)CCCCC2)cc1 (stereo not given)	4	6	-2	-1	-5	1	1	12	1
CCOC(=O)c1c(C)[nH]c(C)c1S(=O)(=O)N(C)CC(=O)Nc1cccc(C)n1	-3	1	9	0	-2	13	1	3	1
CC1(C)CC(n2c(NCCO)nc3c(c2=O)C2(CCCC2)Cc2ccccc2-3)CCO1 (stereo not given)	-3	3	0	1	8	2	-1	2	-1
NS(=O)(=O)c1ccc(CCNC(=O)c2ccccc2F)cc1	-2	0	4	0	0	1	-3	3	-2
CS(=O)(=O)Nc1ccccc1C(=O)OCC(=O)N1CCC(c2ccccc2)=N1	·	-1	-7	1	-7	-5	-2	3	11
CCCSC1=C(C#N)C(c2cc(OC)ccc2OC)CC(=O)N1 (stereo not given)	4	0	-1	-1	2	1	5	-8	-4
O=C(CCC1CC(=O)Nc2ccccc21)NCc1ccc(F)cc1 (stereo not given)	-3	6	0	-3	-11	11	-7	-1	4
O=S(=O)(c1ccc(-c2nnco2)cc1)N1CCCCC1	6	-1	3	2	7	3	6	-3	3
O=[N+]([O-])c1cccc(-c2nnc3ccccn23)c1	8	·	1	-1	1	·	-6	·	-1
CC(=O)OC(C(=O)NCc1ccc2c(c1)OCO2)c1ccccc1Cl (stereo not given)	11	2	-2	0	1	13	-1	-1	5
COC(=O)CCC(=O)OC1(C)C(=O)C2=CN(CCc3c[nH]c4ccccc34)C(c3ccc(OC)cc3)=CC2=C(Br)C1=O (stereo not given)	21	6	2	-1	10	-2	-7	-8	-6
O=C(CN1C(=O)NC2(CCCC2)C1=O)Nc1ccc(F)c(F)c1F	1	3	-7	1	3	7	-1	-1	-8
COc1ccc(C2=NN3C(=O)c4c(ccc(OC)c4OC)C3C2)cc1 (stereo not given)	3	3	-7	-1	0	7	-1	7	-3
COC(C(=O)Nc1ccc(F)cc1F)c1ccccc1 (stereo not given)	2	1	3	-2	1	5	2	6	-2
Nc1ncnc2nc(Sc3ccc(Cl)cc3)[nH]c12	7	21	5	0	-2	10	-10	-1	-7
COc1cc(NC(=O)c2cccnc2SC)cc(OC)c1OC	-1	1	3	1	2	9	-4	-11	0
COC(=O)COc1cccc2c(=O)n(CC(=O)Nc3ccc4c(c3)OCCO4)ccc12	-5	3	-9	-5	6	8	5	1	-7
O=C(O)CCC(=O)Nc1ccc(S(=O)(=O)Nc2nccs2)cc1	5	6	-5	1	4	-2	-3	-4	2
O=C(O)CCCNS(=O)(=O)c1cccs1	0	5	0	1	5	-2	0	5	1
COc1ccccc1-c1nnn(CC#N)n1	-2	2	-2	0	5	2	3	2	7
O=[N+]([O-])c1ccn(-c2nc(-c3ccccc3)cc(C(F)(F)F)n2)n1	2	5	-1	-2	7	7	-2	12	-2
COc1ccc(Cl)cc1NC(=O)C[n+]1cccc(C)c1	4	4	1	0	2	12	-3	-2	2
COC(=O)C1(C(C[N+](=O)[O-])c2ccc(C)cc2)C(=O)NCC1c1ccco1 (stereo not given)	0	·	9	3	2	·	3	·	2
Cc1ccc(NC(=O)c2nc3nccc(C)n3n2)cc1S(=O)(=O)N1CCCCC1	·	-2	·	·	3	-3	1	0	·
COc1cc(/C=N/NC(=O)c2ccc(-n3cccc3)cc2)ccc1O	-4	2	14	-4	4	5	-1	-3	-3
CCC/C(O)=C1\C(=O)CC(C)(C)CC1=NCCO	-3	4	2	-3	-6	3	2	0	-3
Cc1ccsc1C(=O)N1CCN(C(=O)c2ccco2)CC1	·	-2	8	-1	1	8	2	3	3
CN(C)c1ccc(N/C=C/C(=O)c2ccccc2)cc1	62*	4	1	0	39*	-4	17*	3	5
O=C(OCc1nnc(-c2ccccc2)o1)c1ccc([N+](=O)[O-])o1	5	4	-9	0	-6	2	-7	10	0
CN(Cc1ccccc1)c1ncc(C=O)s1	9	2	3	-2	1	2	3	0	1
CCOc1cc(C(=O)NCC(C)CN(C)C)cc(OCC)c1OCC (stereo not given)	1	4	0	2	-2	4	-1	5	1
CCOC(=O)C1CCCN(Cc2c(Cl)cccc2Cl)C1 (stereo not given)	-10	0	-3	-1	0	6	-6	3	-5
CC(C)COc1ccc(C(=O)Nc2ccc([N+](=O)[O-])cc2)cc1	10	-3	-3	0	-4	-1	1	0	-1
O=C(CN1CCN(Cc2ccc(Cl)cc2)C1=O)NCCCN1CCN(c2ccc(F)cc2)CC1	-2	-1	3	1	7	2	-2	3	-5
O=C(c1cccc([N+](=O)[O-])c1)c1ccc2c(c1)OCCOCCOCCOCCO2	3	·	-1	-3	-4	·	2	·	-1
COC(=O)c1sccc1NC(=S)N1CCCC(C)C1 (stereo not given)	0	-1	-5	-1	3	4	-4	2	2
Cc1ccc(C)c(S(=O)(=O)N2CCN(C(=O)[C@H](Cc3ccccc3)NC(=O)c3ccco3)CC2)c1	·	2	·	·	1	1	2	5	·
O=C1c2cccc3cccc(c23)C(=O)N1CCCCCc1n[nH]c(=S)o1	3	-3	-9	-6	-6	14	-2	10	-5
CC(c1ccccc1F)n1cc(C(=O)NCCCc2nc3ccccc3[nH]2)nn1 (stereo not given)	-5	9	1	2	1	5	4	2	2

Filtered by structure, the entries above with a cyano group.
SMILES	GSTO1 counter	PAFAH1B2 FP inh	PME-1 primary	LYPLA1 inh	pPAFAH inh	PAFAH1B3 inh	PAD4 FP inh	PAFAH2 FP inh	LYPLA2 counter
CCCSC1=C(C#N)C(c2cc(OC)ccc2OC)CC(=O)N1 (stereo not given)	4	0	-1	-1	2	1	5	-8	-4
COc1ccccc1-c1nnn(CC#N)n1	-2	2	-2	0	5	2	3	2	7

Later entries
SMILES	GSTO1 counter	PAFAH1B2 FP inh	PME-1 primary	LYPLA1 inh	pPAFAH inh	PAFAH1B3 inh	PAD4 FP inh	PAFAH2 FP inh	LYPLA2 counter
C/C(=N\OC(=O)c1ccc(F)cc1)c1nccs1	2	4	-4	-1	4	10	1	33*	2
CC(C)=C1C2CCC1C1C(=O)N(NC(=O)c3ccco3)C(=O)C21 (stereo not given)	0	-2	-5	2	8	3	-4	1	7
CCOC(=O)c1c(C)[nH]c(C(=O)COC(=O)/C=C/c2ccc(O)c(OC)c2)c1C	-3	2	6	1	5	-1	-1	8	-4
C/C(=C1/SC(N2CC(C)OC(C)C2)=NC1=O)c1ccccc1 (stereo not given)	-4	8	-5	0	28*	6	1	-1	3
Cc1cccc(/C(N)=N/OC(=O)N2c3ccccc3Sc3ccccc32)c1	9	4	6	1	17	-1	3	-3	4
CCN1C=C(Cc2ccc(F)cc2)C2=C(C1)C(c1ccc(F)cc1)C(C#N)=C(N)O2 (stereo not given)	2	3	-3	2	10	15	24*	-1	1
CCOC(=O)c1sc(NC(=O)c2cc(-c3ccccc3C)nc3ccccc23)c(C#N)c1C	1	-5	-1	-5	7	6	3	7	3
COc1ccc(CNC(=O)C(CC(C)C)NC(=O)c2ccccc2C)cc1 (stereo not given)	3	-1	-6	-1	-2	-9	2	-14	-7
COc1ccc(/C=N/Nc2cc(C)nc3ccccc23)cc1	3	4	-3	-1	5	6	2	-6	-1
CC(NC(=O)c1cc2cc(Cl)ccc2oc1=N)c1ccccc1 (stereo not given)	-1	11	5	1	3	0	2	-2	-3
COc1ccc(OC)c(CCNC(=O)Cn2cccc2C(=O)c2ccccc2C)c1	0	6	-2	2	2	9	-4	0	-1
COc1ccc(NC(=O)c2ccc3c(=O)n(-c4ccc(OC)cc4OC)c(=S)[nH]c3c2)cc1	1	2	-19	-8	3	8	-7	1	1
COc1cc(C(=O)Nc2ccc3c(c2)N(C(=O)CN2CCN(C)CC2)c2ccccc2CC3)cc(OC)c1OC	1	0	-2	0	4	0	-2	7	4
CCOC(=O)C1CCCN(C(=O)c2sc3nc(C)nc(N(CC)CC)c3c2C)C1 (stereo not given)	6	9	-3	0	4	15	-2	7	3
COC(=O)c1ccccc1Nc1cc(C)nc2nc(C)nn12	-2	0	3	0	2	8	-3	-2	-1
CNC(=O)CSc1nnc(CCc2ccccc2)n1-c1ccccc1	-4	-1	4	1	1	-12	0	3	3
Cn1cccc1CC(=O)N/N=C/c1cccc([N+](=O)[O-])c1	9	1	6	-5	9	1	0	0	-8
CC(=O)c1c(C(C)=O)c(C)n(-c2ccc(N)cc2)c1C	2	-3	3	3	-1	-4	-3	-8	1
CCc1ccc(C(=O)NNC(=O)Cn2c(=O)cnc3ccccc32)cc1	·	2	3	1	2	-2	4	0	5

Some of the compounds tested; count on the stated rates, not on these rows.
